Efflux pump mplx = inhibitors of Candida efflux pumps in yeast, primary screen, S. cerevisiae, Nile Red, multiplex; 0.44% of 330,000 active; S. cerevisiae Candida pump triplex; AID 485275, 2010; inhibition, % at 10 µM;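 active = plate passing quality check with inhibition over a set limit, or well fluorescence over plate mean plus 4 SD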;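 note: Nile Red retained in pooled yeast measured as flow cytometry median fluorescence; 0% = buffer negative control and 100% = Enniatin B positive control; higher means more Nile Red kept so more efflux inhibition; some compounds called inactive have numbers as strong as hits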
PP1 inh = PP1-alpha phosphatase inhibitors, primary screen, counter-screen for PP5 inhibitor project, biochemical, fluorescence, OMFP substrate, single point; Serine/threonine-protein phosphatase PP1-alpha catalytic subunit (Homo sapiens), P62136; purified PP1alpha; inhibition, % at 6.7 µM; 0.9% of 320,000 active;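 active = inhibition above the mean inhibition of all tested compounds plus 3 SD, computed separately for each screening campaign, cut at about 15% in these data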
Target sequence (P62136 whole entry, looked up): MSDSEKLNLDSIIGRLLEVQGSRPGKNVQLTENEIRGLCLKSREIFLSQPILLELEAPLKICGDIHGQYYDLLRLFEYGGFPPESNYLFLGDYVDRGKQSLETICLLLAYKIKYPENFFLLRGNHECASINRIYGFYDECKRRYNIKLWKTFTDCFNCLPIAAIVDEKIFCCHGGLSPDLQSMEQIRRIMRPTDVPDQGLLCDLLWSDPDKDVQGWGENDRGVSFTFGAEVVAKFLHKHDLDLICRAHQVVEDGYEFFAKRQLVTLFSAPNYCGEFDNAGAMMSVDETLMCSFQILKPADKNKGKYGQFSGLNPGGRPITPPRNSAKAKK
CTSL1 counter = Fasciola hepatica cathepsin L1 inhibitors, primary screen, counter-screen for PFM18AAP inhibitor project, biochemical, QFRET, fluorogenic peptide substrate. 0.49% of 300,000 active. recombinant F. hepatica cathepsin L1, Z-Leu-Arg-MCA fluorescence. inhibition, % at 5.96 µM;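 active = inhibition above the mean of all tested compounds plus 3 SD, set per screening campaign, cut at about 17% in these data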;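 note: 0% = plate median of test compound wells and 100% = 1 µM Z-Phe-Ala-diazomethylketone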
HCV core dimer = inhibitors of HCV core protein dimerization, primary screen, biochemical, TR-FRET, high-throughput; AID 1899, 2009; 0.33% of 300,000 active; inhibition, % at 5 µM; TR-FRET GST/Flag-core106 dimerization, 1536-well;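 active = inhibition above the mean of all tested compounds plus 3 SD, set per screening campaign, cut at about 45% in these data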
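Material: Tagged HCV core106 pair (GST and Flag) | Amount: GST-core106 13.5 nM, Flag-core106 17 nM | Medium: KF-containing HEPES buffer, pH 7.45, DTT, CHAPS, BSA | Reagent: Eu donor and XL665 acceptor anti-tag antibodies | Schedule: 4 h at 22.5 °C | Technique: Time-resolved FRET, ex 340 nm, em 617 and 671 nm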
PREPL inhibitor = PREPL enzyme inhibitors, primary screen, biochemical, fluorescence polarization. Prolyl endopeptidase-like (Homo sapiens), Q4J6C6. recombinant PREPL, fluorescence polarization activity-based probe. inhibition, % at 5.96 µM. 0.68% of 320,000 active; in the data active = inhibition above about 43%;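 note: 0% = enzyme with DMSO and 100% = wells lacking enzyme; many of its hits are not listed in these tables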
TPT1 inhibitor = Candida albicans TPT1 enzyme inhibitors, primary screen, biochemical, fluorescence polarization; tRNA 2'-phosphotransferase TPT1 (Candida albicans SC5314); recombinant caTPT1, FP RNA substrate dephosphorylation; inhibition, % at 5 µM; 0.81% of 300,000 active; AID 1962, 2009;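 active = inhibition above the mean of all tested compounds plus 3 SD, set per screening campaign, cut at about 24% in these data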;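 note: plate controls were DMSO alone for no effect and ferristatin control at 100 nM for full effect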
PP5 inh = PP5 phosphatase inhibitors, primary screen, biochemical, fluorescence. purified PP5c, OMFP substrate fluorescence. inhibition, % at 6.7 µM. 0.18% of 320,000 active. AID 1987, 2009;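 active = inhibition above the campaign's mean inhibition across all tested compounds plus 3 SD, cut at about 9.5% in these data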;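 note: 0% = DMSO only and 100% = 100 µM cantharidin control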
Target sequence (P53041 whole entry, looked up): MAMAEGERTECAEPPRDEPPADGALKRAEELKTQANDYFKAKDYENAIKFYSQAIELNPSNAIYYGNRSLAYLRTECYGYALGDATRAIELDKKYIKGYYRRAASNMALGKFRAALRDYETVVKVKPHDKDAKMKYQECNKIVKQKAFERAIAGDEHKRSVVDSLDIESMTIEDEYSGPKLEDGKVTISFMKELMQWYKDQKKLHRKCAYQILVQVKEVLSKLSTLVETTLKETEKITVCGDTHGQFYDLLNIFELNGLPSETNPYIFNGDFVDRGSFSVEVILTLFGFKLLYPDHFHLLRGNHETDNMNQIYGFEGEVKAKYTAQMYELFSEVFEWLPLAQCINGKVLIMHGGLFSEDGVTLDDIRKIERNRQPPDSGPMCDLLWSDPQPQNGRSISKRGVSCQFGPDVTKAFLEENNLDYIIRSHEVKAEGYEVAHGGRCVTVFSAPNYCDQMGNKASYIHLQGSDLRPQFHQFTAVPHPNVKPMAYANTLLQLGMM
GASC-1 inh = inhibitors of GASC-1 histone demethylase, primary screen, biochemical, fluorescence, DELFIA europium; Lysine-specific demethylase 4C (Homo sapiens), Q9H3R0; GST-JMJD2C(1-420) H3K9me3 demethylation; inhibition, % at 2.35 µM; 0.069% of 330,000 active;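 active = more than half of a compound's replicate wells show inhibition beyond 50%, single wells judged on their own value; inconclusive = some, but no more than half, of replicates pass 50% inhibition; inactive = no replicate passes 50% inhibition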;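 note: signal counts dimethyl H3K9 product captured on neutravidin plate; 0% = median of DMSO wells and 100% = 0.3 times that DMSO median; strong numbers were not always called active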
LYPLA2 inh = LYPLA2 inhibitors, primary screen, counter-screen for PME1 inhibitor project, biochemical, fluorescence polarization, FP-Rh probe ABPP; 0.38% of 320,000 active; Acyl-protein thioesterase 2 (Homo sapiens), O95372; recombinant LYPLA2; inhibition, % at 5.9 µM; AID 2177, 2009;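 active = inhibition above the screen-wide mean plus 3 SD, limit set per campaign, cut at about 26% in these data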;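 note: 0% = LYPLA2 with DMSO and 100% = wells lacking LYPLA2 enzyme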
Target sequence (O95372 whole entry, looked up): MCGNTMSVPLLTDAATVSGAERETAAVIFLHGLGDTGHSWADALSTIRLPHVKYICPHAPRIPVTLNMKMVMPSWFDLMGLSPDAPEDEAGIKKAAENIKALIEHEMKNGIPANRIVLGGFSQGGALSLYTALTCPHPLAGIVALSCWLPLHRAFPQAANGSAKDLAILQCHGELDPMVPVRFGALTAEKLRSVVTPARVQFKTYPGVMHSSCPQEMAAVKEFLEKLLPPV
Active calls of the source: *; ? = inconclusive; · = no result given. Only part of the results is shown; rates above refer to the full screens.

SMILES	Efflux pump mplx	PP1 inh	CTSL1 counter	HCV core dimer	PREPL inhibitor	TPT1 inhibitor	PP5 inh	GASC-1 inh	LYPLA2 inh
O=C1OC(CC(=O)N(Cc2nnc(-c3ccc(Cl)cc3)o2)C2CC2)c2ccccc21 (stereo not given)	-0.1	-3.0	·	·	-14.2	·	0.1	6.5	1.4
CC1CCN(C(=O)c2[nH]cnc2C(=O)NCCCCCNC(=O)OC(C)(C)C)CC1	0.0	-3.2	·	·	1.2	·	0.4	13.9	1.4
Cc1ccc(NC(=S)N(CCCN(C)C)Cc2cc3cc4c(cc3[nH]c2=O)OCO4)c(C)c1	-0.1	-1.9	-0.2	-0.2	31.9	-4.8	-0.4	0.0	0.1
Cc1ccc(C(=O)Nc2ccccc2C(=O)N2CCCCCC2)cc1	0.1	-5.4	3.6	-0.9	11.9	-0.8	1.1	-8.8	1.4
CCNC(=O)COc1ccc(CC)cc1	-0.1	-2.0	6.2	-6.2	8.3	-4.7	-1.5	6.0	9.2
O=C(CNC(=O)c1ccccc1F)OC(C(=O)Nc1cc(C(F)(F)F)ccc1Cl)c1ccccc1 (stereo not given)	0.0	1.8	25.2*	-1.9	-7.4	-3.0	4.2	6.3	-11.4
CC(C)C[C@H](NC(=O)c1nc[nH]c1C(=O)N[C@@H](CC(C)C)C(=O)OCc1ccccc1)C(=O)OCc1ccccc1	0.1	9.6	8.0	8.0	-6.5	-1.0	3.9	4.3	-24.6
CCOc1ccccc1NC(=O)CN(C)S(=O)(=O)c1cccc2nsnc12	-0.1	-0.3	0.9	-0.1	-3.8	0.3	1.7	0.8	-6.0
CC(=O)c1c(C)[nH]c(C(=O)Nc2cc(C)ccc2C)c1C	-0.1	-11.4	6.0	7.2	9.1	-1.6	0.6	-1.2	-4.8
Cc1ccc(C)c(NC(=O)Cn2c([N+](=O)[O-])cnc2C)c1	0.0	-4.4	1.5	-3.7	0.8	-2.2	0.2	8.4	7.8
CC1CCCN(CC(=O)Nc2ccc(S(=O)(=O)N3CCCCC3)cc2)C1 (stereo not given)	0.0	-2.2	13.5	-0.5	7.3	0.6	3.9	-2.6	-1.7
CCOc1cc(/C=C(\C#N)C(=O)Nc2ccccc2C(=O)O)ccc1OC(=O)c1ccc(C)cc1	0.1	-2.6	1.4	1.6	1.2	0.5	5.6	3.7	0.4
CC(=O)N1CCN(C(=O)COC(=O)COc2ccc(C#N)cc2)CC1	0.1	-2.3	-3.6	5.2	-5.2	4.7	1.0	-0.6	-1.4
CCCn1c(COc2ccc(C(=O)O)cc2)nc2ccccc21	0.3	-2.0	1.6	-6.9	-3.5	-2.7	1.2	-3.5	-0.3
COc1cccc(CNC(=O)CCC(=O)N2CCOCC2)c1	0.3	-1.6	·	·	-1.6	·	2.2	9.4	-0.9
CCOc1ccc2nc(NC(NC(C)=O)(C(=O)OC)C(F)(F)F)sc2c1 (stereo not given)	0.1	1.8	16.5	2.4	2.4	0.3	4.3	6.6	-1.4
NC(=O)c1ccccc1NC(=O)CSC1=NCCS1	-0.4	-6.0	1.5	-3.9	4.9	-5.4	0.1	7.2	4.1
CC(C)[C@H](NC(=O)N1c2ccccc2NC(=O)[C@@H]1C(C)C)C(=O)N[C@H](Cc1ccccc1)C(=O)O	0.0	-7.8	-1.8	-0.2	-3.8	-2.9	0.7	-27.3	4.6
NC(=O)C1=C[C@@H](C2CCCCC2)C[C@@H](OCCCCO)O1	0.1	-0.5	1.7	-7.0	2.8	1.1	1.1	12.1	-2.1
N#Cc1cc2cc3c(cc2nc1SCC(=O)OC1CCCCC1)OCO3	-0.1	-1.7	4.2	21.4	6.2	2.5	-0.4	-8.5	5.1
COc1ccc(N2CCN(C(=O)c3ccccc3NS(=O)(=O)c3ccccc3)CC2)cc1	0.0	-0.5	1.3	7.8	15.3	-4.7	2.2	2.2	1.5
COc1ccc(NC(=O)CS(=O)(=O)c2ccccc2Cl)cc1	0.1	1.6	-2.9	-23.9	4.3	16.6	-3.3	-1.8	-0.5
CN(CC(=O)Nc1ccc(F)cc1)C(=O)COC(=O)/C=C/c1ccc(OC(F)F)cc1	0.1	0.8	7.1	-1.6	7.1	-1.2	1.7	0.0	-5.4
CCOc1ccc(/C=N/NC(=O)c2ccccc2C)cc1CN1CC2CC(C1)c1cccc(=O)n1C2 (stereo not given)	0.1	-0.8	·	·	17.1	·	2.2	11.0	-3.7

Two entries from above, reformatted:
Values in the order: Efflux pump mplx, PP1 inh, CTSL1 counter, HCV core dimer, PREPL inhibitor, TPT1 inhibitor, PP5 inh, GASC-1 inh, LYPLA2 inh
> CCCn1c(COc2ccc(C(=O)O)cc2)nc2ccccc21
→ 0.3, -2.0, 1.6, -6.9, -3.5, -2.7, 1.2, -3.5, -0.3
> CC(=O)N1CCN(C(=O)COC(=O)COc2ccc(C#N)cc2)CC1
→ 0.1, -2.3, -3.6, 5.2, -5.2, 4.7, 1.0, -0.6, -1.4

Going on with the list.
SMILES	Efflux pump mplx	PP1 inh	CTSL1 counter	HCV core dimer	PREPL inhibitor	TPT1 inhibitor	PP5 inh	GASC-1 inh	LYPLA2 inh
COC(=O)[C@@H]1C[C@H]2CC[C@H](O)C[C@H]2N1Cc1ccc(C(F)(F)F)cc1	-0.1	-0.6	1.2	-8.2	3.1	0.0	3.3	23.5	5.4
CC(C)N(Cc1cc2ccccc2[nH]c1=O)C(=O)C1CCCCC1	0.3	-3.7	-10.7	1.8	11.4	-1.6	0.8	-7.7	13.6
C=CC[n+]1c(C)csc1Nc1ccc(C)cc1	0.0	-1.7	-1.4	0.1	-4.7	-3.2	3.1	-9.3	-2.8
CCCCOc1ncnc2c1[nH]c1ccc(OC)cc12	-0.1	2.7	-3.8	-2.3	3.0	0.1	2.7	18.8	-1.7
CS(=O)(=O)c1ccc(C(=O)CN2C(=O)NC3(CCCc4ccccc43)C2=O)cc1 (stereo not given)	0.0	-3.7	·	·	-2.8	·	-0.8	·	-2.4
Cc1ccc(NS(=O)(=O)c2cc(NC(=O)c3cc4c(s3)CCCC4)ccc2C)c(C)c1	0.1	0.7	4.7	25.2	2.5	-4.7	-1.2	2.9	-34.9
CCOc1ccc(OC(=O)c2cccc(S(=O)(=O)N3CCN(C)CC3)c2)cc1	0.1	-4.1	-6.1	-0.2	16.8	1.8	-0.2	?	-0.7
COC(=O)c1cc(Cl)c(NC(=O)/C=C/c2ccc(Cl)cc2)cc1OC	0.1	2.2	-0.1	0.0	17.2	-4.7	4.0	2.1	-3.0
CC(Oc1ccc(Cl)cc1Cl)C(=O)OCC(=O)c1c(N)n(C)c(=O)n(C)c1=O (stereo not given)	-0.3	1.5	·	·	-11.3	·	3.5	5.5	-0.9
COCCn1c(=O)[nH]c2cc(C(=O)Nc3ccc(OC)c(Cl)c3)ccc2c1=O	0.1	-2.1	-2.6	6.5	-6.9	-5.6	4.8	6.7	3.9
CCCCn1c(N)c(N(Cc2ccccc2OC)C(=O)COc2ccc(C)cc2)c(=O)[nH]c1=O	0.0	-8.2	-4.0	5.0	-1.2	-0.1	-0.5	2.6	-0.9
CCOc1ccc(CCNC(=O)c2cc3sccc3n2CC)cc1OCC	0.4	-2.9	-9.7	12.2	9.7	2.5	5.1	40.5	-4.8
O=C(Nn1cnnc1)c1ccc(Cl)c(Cl)c1	0.0	1.5	-4.8	5.1	-5.3	-1.9	0.0	7.1	-0.9
Cc1cccc(C2CC(c3ccc(Cl)cc3)Nc3nc(N)nn32)c1 (stereo not given)	0.0	-4.4	0.0	-2.6	51.5*	-3.2	4.0	4.6	8.3
C/C(CC(=O)Nc1ccc(OCc2ccccc2)cc1)=N\NC(=O)C(=O)Nc1ccccc1C	0.1	15.6*	-1.1	7.2	7.5	-6.9	-0.3	5.2	-10.7
N#CC1=C(N)OC2=C(C(=O)CC(c3ccco3)C2)C1c1ccc(OCc2c(F)cccc2Cl)cc1 (stereo not given)	-0.2	14.0	0.4	36.0	9.4	2.9	1.9	2.7	-16.2
CCOc1ccc(C2C3=C(CCCC3=O)OC(N)=C2[N+](=O)[O-])cc1 (stereo not given)	-0.1	-4.7	2.6	0.0	4.1	2.0	1.8	3.8	1.0
Cc1cc(NC(=O)CCN2C(=O)/C(=C/c3ccccc3Cl)SC2=S)no1	-0.2	3.0	-1.6	-0.8	1.9	1.9	1.0	-0.8	8.6
COC(=O)C1CC(=O)c2sccc2C1 (stereo not given)	0.4	13.0	-1.9	-7.7	-3.8	-1.8	1.7	-21.4	-1.2
CCCn1c(C(O)c2ccc(OC)c(OC)c2)nc2ccccc21 (stereo not given)	-0.1	-1.6	-3.1	-5.9	3.5	0.2	0.6	2.5	5.6
CCCn1c(C)cc(/C=C(\C#N)C(=O)OCC(=O)Nc2cccc(S(N)(=O)=O)c2)c1C	0.1	2.6	·	·	-3.6	·	5.4	0.3	-2.9
CCCC(=O)NCCCc1nc2ccccc2n1C(C)C	-0.1	-3.5	0.0	-5.7	-3.4	-0.1	-4.0	-0.8	-0.8
O=C(NC1CCCCCC1)C1CCN(c2nc3ccccc3o2)CC1	0.0	-1.7	5.6	2.4	2.0	1.2	-0.1	6.7	-0.8
CCN(CC)c1ccc(NC(=O)COC(=O)CCC(=O)c2cccs2)cc1	0.1	-1.6	·	·	11.5	·	3.4	8.5	-1.0
Fc1ccc(C2Nc3cccc4cccc(c34)N2)cc1	0.5	-0.6	0.2	-1.6	21.3	-3.1	0.3	-3.5	-4.1
Cc1nn(C)cc1S(=O)(=O)Nc1ccc(C(F)(F)F)cc1	-0.7	3.4	4.9	5.8	12.1	-1.2	-2.3	7.1	1.2
COc1ccc(/C=C/C(=O)NCCOc2ccccc2OC)cc1	0.1	2.9	-3.9	-2.8	-2.4	-4.1	-1.9	0.5	0.5
Cc1cccc(C)c1NC(=O)NC1(C(=O)N2CCOCC2)CCCCC1	0.0	-2.6	-0.1	0.1	-5.1	-1.2	-0.1	-1.3	0.2
O=C(O)c1ccc(N2C(=O)C3C4c5ccccc5C(Br)(c5ccccc54)C3C2=O)cc1 (stereo not given)	-0.1	0.2	3.5	4.5	19.9	1.5	0.6	-21.8	2.8
CC1(c2cccc(Br)c2)NC(=O)N(CC(=O)Nc2ccc3c(c2)OCO3)C1=O (stereo not given)	0.0	-5.1	·	·	9.5	·	2.2	-4.1	-3.8
CC(NC(=O)c1ccccc1)c1nnc(SCC(=O)Nc2nnc(C3CC3)s2)n1C (stereo not given)	-0.1	-8.9	6.2	2.0	13.8	-2.4	-0.4	-6.0	1.1
COc1cccc(C2CCCN2Cc2nc(-c3cnccn3)no2)c1 (stereo not given)	0.0	-2.9	-2.4	2.3	0.3	1.8	-1.2	-0.8	2.3
